IL2 activator: activators of IL-2 | 360,000 compounds, 0.065% hits | IL-2 activation reporter assay, cell-based qHTS; stimulated with anti-CD3/CD4/CD28 beads; in transgenic mouse T cells | activation, % (series mostly up to about 46 µM); in the data active = activation above about 50%; inconclusive = mostly about 30% to 49%; also: 0% is about no effect
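Unstimulated transgenic mouse T cells; 60-min compound exposure; bead-based TCR/CD4/CD28 stimulation; 18 h culture, 37 degrees C; dual fluorescence (EGFP, DsRed) plate cytometry.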
EPAC1 antagonist: antagonists of human EPAC1; O95398; EPAC1 GEF assay, Rap1b-BODIPY-GDP exchange fluorescence; Potency, µM (doses to about 115 µM), inactives show at the highest dose activity change, negative = inhibition, most hits filed as inhibitors; 360,000 compounds, 0.14% hits; AID 720709;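 also: potency is read from the fitted curve at half-maximal effect; plate controls were vehicle for no effect and positive control for full effect; nearly all actives have a fitted effect of over 50% in size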
WRN helicase inh: blocks human WRN helicase | Q14191 | WRN helicase unwinding, fluorescent forked duplex, kinetic | Potency, µM (titrated, usually from 114 µM), for inactives: at the highest dose activity change, negative = inhibition, hits mostly inhibitors | 360,000 compounds, 0.46% hits | AID 651768; also: potency is read from the fitted curve at half-maximal effect; % is scaled to controls: 0 for no effect and ±100 for the full control effect; nearly all actives have a fitted effect of over 55% in size
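Primary qHTS, 1536-well format. 20 nM WRN + compound, 15 min RT; start with 100 nM forked fluorophore/quencher duplex, 2 mM ATP (final); kinetic read ex 525/em 598 nm.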
Abeta yeast res: compounds reversing amyloid beta toxicity in yeast; yeast expressing A-beta42, growth rescue, OD600, 48 h; response scale: 0% DMSO, 100% iron-clioquinol control; 410,000 compounds, 0.063% hits; Potency, µM (highest dose often 46.1 µM), without a hit: at the highest dose growth rescue, usual class: activators; AID 1347071; also: potency is read from the fitted curve at half-maximal effect; nearly all actives have a fitted effect of over 55% in size
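Yeast growth medium received pinned compounds, then yeast cells expressing toxic A-beta were added; plates incubated at 30 C for 48 hr. Growth read as absorbance at 600 nm, normalized to DMSO and equimolar FeCl3 plus clioquinol controls.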
FUS yeast rescue: suppressors of FUS proteinopathy in yeast. S. cerevisiae FUS-expressing, growth rescue, OD600, 24 h. 390,000 compounds, 0.24% hits. Potency, µM (top dose mostly 76.6 µM), without a hit: at the top dose growth rescue (activation), actives largely listed as activators;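 also: potency is read from the fitted curve at half-maximal effect; plate controls were DMSO vehicle for no effect and reference control for full effect; nearly all actives have a fitted effect of over 55% in size; some results filed as inactive show a strong effect at the top dose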
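Read-out: OD at 600 nm after 24hr at 30C, reporting rescue of FUS-induced yeast toxicity. Cells at OD 0.005 in galactose (2%) minimal medium; compounds tested in a dilution series; CP55940 titration from 92uM final as control.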
PLK1 PBD block: inhibitors of human PLK1 polo-box domain binding; P53350; Plk1 PBD binding of FITC phosphopeptide, fluorescence polarization; Potency, µM, for the others: max response, negative = inhibition, most hits filed as inhibitors; 360,000 compounds, 2.8% hits; AID 720504; also: potency is read from the fitted curve at half-maximal effect; series mostly up to about 57 µM; % is scaled to controls: 0 for no effect and ±100 for the full control effect; nearly all actives have a fitted effect of over 65% in size
Target sequence (P53350 whole entry, looked up, the tested form may be a part): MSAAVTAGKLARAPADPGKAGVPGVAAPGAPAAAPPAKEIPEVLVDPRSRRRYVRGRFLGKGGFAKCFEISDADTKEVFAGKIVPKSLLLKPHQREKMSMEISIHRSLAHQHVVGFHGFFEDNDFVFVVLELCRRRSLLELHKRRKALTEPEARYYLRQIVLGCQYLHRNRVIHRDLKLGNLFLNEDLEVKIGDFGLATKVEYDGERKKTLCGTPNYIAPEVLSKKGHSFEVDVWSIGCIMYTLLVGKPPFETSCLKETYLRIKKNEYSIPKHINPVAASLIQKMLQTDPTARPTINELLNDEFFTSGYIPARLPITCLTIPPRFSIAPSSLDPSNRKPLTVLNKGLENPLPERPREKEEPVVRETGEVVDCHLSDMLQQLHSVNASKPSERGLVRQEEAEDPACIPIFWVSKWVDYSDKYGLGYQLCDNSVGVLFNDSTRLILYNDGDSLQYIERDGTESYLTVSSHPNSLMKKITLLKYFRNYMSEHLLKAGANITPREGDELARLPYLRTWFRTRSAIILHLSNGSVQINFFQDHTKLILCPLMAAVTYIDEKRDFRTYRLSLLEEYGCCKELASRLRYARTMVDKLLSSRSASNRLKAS
aSyn yeast inh: inhibitors of alpha-synuclein toxicity in yeast; 370,000 compounds, 0.14% hits; Potency, µM (top dose mostly 46.1 µM), without a hit: at the highest dose growth rescue (activation), usual class: activators; Yeast expressing alpha-synuclein, growth rescue, BacTiter-Glo, 24 h; also: potency is read from the fitted curve at half-maximal effect; % of control where 0% means no effect; nearly all actives have a fitted effect of over 65% in size
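Rescue of yeast growth: cells expressing toxic alpha-synuclein, induced in galactose at OD600 0.02, incubated with compound 24 h at 30 C. ATP luminescence quantified growth; inhibitors of toxicity appear as activators.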
EPAC1 agonist: activates human EPAC1 exchange factor; O95398; EPAC1 agonist qHTS, biochemical assay; response scale: 100% = response to 6.5 mM cAMP; Potency, µM (top dose mostly 154 µM), without a hit: top-dose activation, hits mostly activators; 360,000 compounds, 0.073% hits; AID 720707; also: potency is read from the fitted curve at half-maximal effect; nearly all actives have a fitted effect of over 60% in size
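Nucleotide exchange assay: 100 nM EPAC1 with 250 nM Rap1B loaded with BODIPY-GDP and 50 uM GDP, room temperature. Fluorescence (480/540 nm) read every 5 min for 30 min; signal change normalized to 6.5 mM cAMP as full agonist.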
PI5P4K alpha inh: blocks human PI5P4K alpha kinase activity | AID 652105 | PI5P4Kalpha enzyme, ADP-Glo luminescence, 60 min; hits give low values | max response, % | 330,000 compounds, 1.2% hits; active = max response of -50% or lower; inconclusive = between -30% and -50%; inactive = -30% or higher; also: value at the top dose of about 77 µM; % is scaled to controls: 0 for no effect and ±100 for the full control effect
Target sequence (P48426 whole entry, looked up): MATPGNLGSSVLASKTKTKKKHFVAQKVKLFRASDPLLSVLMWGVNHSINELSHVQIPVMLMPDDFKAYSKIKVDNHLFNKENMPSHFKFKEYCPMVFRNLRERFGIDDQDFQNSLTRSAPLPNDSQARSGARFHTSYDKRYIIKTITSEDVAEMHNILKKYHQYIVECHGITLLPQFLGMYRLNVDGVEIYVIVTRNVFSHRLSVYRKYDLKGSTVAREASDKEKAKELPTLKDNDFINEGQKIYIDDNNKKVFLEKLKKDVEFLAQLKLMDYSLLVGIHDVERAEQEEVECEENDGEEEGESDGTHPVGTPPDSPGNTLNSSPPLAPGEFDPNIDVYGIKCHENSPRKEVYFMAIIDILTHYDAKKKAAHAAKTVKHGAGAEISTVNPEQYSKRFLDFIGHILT
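Quantitative HTS of the MLSMR library against PI5P4Kalpha with substrate. ATP added last at 5 microM final; room temperature, 60 minutes. Remaining ATP depleted, ADP converted and read as luminescence.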
* = called active by the depositor; u = inconclusive; x = no result given; [ ] = dose if it differs, or a comment. Unless noted, calls follow the shape of the dose curve; as a rule, active = well fitted curve in the direction sought with a large enough effect; inconclusive = small, poorly fitted or top-dose-only effect, or another doubt; inactive = no such curve, though single readings can be large; an effect the other way counts as inactive or inconclusive.

SMILES	IL2 activator	EPAC1 antagonist	WRN helicase inh	Abeta yeast res	FUS yeast rescue	PLK1 PBD block	aSyn yeast inh	EPAC1 agonist	PI5P4K alpha inh
CC(C)n1c(SC2C(=O)CC(C)(C)CC2=O)nc2c1c(=O)n(C)c(=O)n2C	-1.1	-2%	-15%	9%	5%	-7%	-8%	10%	x
CCN=C(Nc1ccc2c(c1)OCO2)SC1CC(=O)N(c2ccccc2F)C1=O (stereo unspecified)	-0.7	-2%	4%	2%	26%	-8%	0%	3%	-7
Cc1ccccc1Cn1ccc(-c2ccc3c(c2)OCO3)n1	-1.5	-15%	-5%	-2%	18%	-2%	-8%	11%	8
CCN(CC)CCCN1C(=O)C(=O)/C(=C(/O)c2c(C)nc3ccccn23)C1c1ccc(C)o1 (stereo unspecified)	0.9	-5%	1%	x	-28%	5%	0%	-8%	-6
O=C(Cc1cccc(NC(=O)C2CCN(C(=O)C3CCC3)CC2)c1)Nc1cccc(C(=O)N2CCCCC2)c1	-0.2	10%	-4%	5%	31%	-3%	2%	15%	-4
Cc1ccccc1C(=O)Nc1c2c(nc3ccccc13)CCCC2	0.0	-15%	-6%	-3%	x	-9%	-1%	-3%	0
COc1ccc(N(C(=O)c2csnn2)C(C(=O)NC2CCCC2)c2cccs2)cc1 (stereo unspecified)	1.2	-14%	2%	7%	14%	1%	15%	2%	0
COc1ccc(CNC(=O)CC(C)S(=O)(=O)c2ccc3c(c2)NC(=O)CO3)cc1 (stereo unspecified)	-0.8	3%	-9%	9%	-6%	24µM*	-6%	5%	0
OC1COC(c2ccccc2)OC1C1OC(c2ccccc2)OCC1O (stereo unspecified)	0.9	15%	9%	-16%	14%	-3%	-4%	-20%	2
CC(=O)c1ccc(NC2c3ncccc3C(=O)N2Cc2ccc(F)cc2)cc1 (stereo unspecified)	-1.1	6%	1%	u	14%	-4%	0%	2%	x
O=C(O)COc1cccc(NC(=O)C2CCCO2)c1 (stereo unspecified)	-0.6	10%	10%	2%	-2%	-6%	-4%	4%	-2
CC(C)c1ccc(Nc2n[nH]c(=S)s2)cc1	0.1	-3%	-4%	-12%	-9%	u	-1%	-5%	-65*
Cc1ccc(C)c(N(CC(=O)NC2CCCCC2)C(=O)c2csnn2)c1	0.2	16%	-1%	8%	5%	3%	6%	2%	1
O=C(C1CC(=O)N(c2ccc3c(c2)OCCO3)C1)N1CCN(Cc2ccccc2)CC1 (stereo unspecified)	-0.6	-24%	-3%	-16%	-23%	0%	-1%	-12%	1
CC(=O)Nc1ccc(NC(=O)c2ccc(N(C)S(=O)(=O)c3ccc(C)cc3)cc2)cc1	-2.1	-10%	-25%	4%	31%	-8%	-7%	-18%	-1
CC(C)c1ccc(OCC(=O)NCc2n[nH]c(=O)c3ccccc23)cc1	-0.2	0%	-15%	-7%	16%	0%	-4%	2%	1
O=C(NC(Cc1ccccc1)C(=O)O)/C(=C\c1ccco1)NC(=O)c1ccco1 (stereo unspecified)	1.4	13%	-12%	7%	9%	-27%	-8%	12%	-2
COc1cccc(CNC(=O)CC(NC(C)=O)c2ccccc2)c1 (stereo unspecified)	-1.3	-11%	10%	1%	-1%	1%	2%	1%	0
CCCC1CCC(c2ccc(/C(N)=N/O)cc2)CC1 (stereo unspecified)	0.6	3%	-3%	-37%	25%	3%	-8%	-18%	48
O=C(CSc1cccc(C(F)(F)F)c1)Nc1cc(S(=O)(=O)N2CCCC2)ccc1Cl	0.2	-17%	3%	8%	4%	-14%	0%	-1%	7

Some of these compounds in order of the IL2 activator value, high to low:
SMILES,IL2 activator,EPAC1 antagonist,WRN helicase inh,PLK1 PBD block,PI5P4K alpha inh
OC1COC(c2ccccc2)OC1C1OC(c2ccccc2)OCC1O (stereo unspecified),0.9,15%,9%,-3%,2
Cc1ccc(C)c(N(CC(=O)NC2CCCCC2)C(=O)c2csnn2)c1,0.2,16%,-1%,3%,1
CC(C)c1ccc(OCC(=O)NCc2n[nH]c(=O)c3ccccc23)cc1,-0.2,0%,-15%,0%,1

Further structures follow:
SMILES	IL2 activator	EPAC1 antagonist	WRN helicase inh	Abeta yeast res	FUS yeast rescue	PLK1 PBD block	aSyn yeast inh	EPAC1 agonist	PI5P4K alpha inh
CCC1(CC)Cc2ccccc2C(=O)N1	11	3%	-6%	7%	-12%	-4%	0%	3%	4
N#CCSc1n[nH]c2nc3c(c(=O)n12)C1(CCCCC1)Cc1ccccc1-3	6.8	-9%	u	-8%	10%	u	3%	-8%	1
O=C(NC1CCS(=O)(=O)C1)c1cnccn1 (stereo unspecified)	-0.3	-3%	-9%	12%	-27%	0%	5%	10%	-1
COc1cc(NS(=O)(=O)c2ccc(OC)c(OC)c2)cc(OC)c1	-1.7	-2%	-10%	5%	-13%	-4%	-5%	6%	x
O=C(Cc1ccccc1)N[C@@H](Cc1ccccc1)C(=O)O	2.4	6%	-3%	8%	7%	-4%	-5%	8%	-26
CCS(=O)(=O)c1ncc(Cl)c(C(=O)Nc2ccccc2OC)n1	-4.4	-5%	-1%[57.1 µM]	15%	-6%	3%	10%	-1%	-3
CCN(CC)c1cccc(OC(=O)c2cccnc2Cl)c1	-0.9	-3%	-8%	2%	-2%	3%	7%	-5%	2
Cc1cc(NC(=O)CCN2CCCCC2)ccc1Br	0.9	-6%	-5%	0%	10%	3%	-2%	-2%	-4
NC(=O)c1ccccc1Br	0.4	4%	6%	2%	-4%	3%	-7%	2%	4
COc1ccccc1/C=C/CN1CCN(Cc2ccc(C)o2)C(CCO)C1 (stereo unspecified)	-1.3	-1%	0%	14%	3%	-8%	7%	6%	2
O=C1c2ccccc2C(=O)N1CCSc1nnc(-c2ccco2)n1Cc1ccccc1	-1.8	10%	0%	-6%	30%	u	5%	6%	x
COc1cccc(N2C(=O)CC(N3CCC(C(N)=O)(N4CCCCC4)CC3)C2=O)c1 (stereo unspecified)	1.3	-7%	-7%	30%	-5%	-1%	10%	5%	x
O=C(CSc1nnc2ccc(-c3ccccn3)nn12)NCCc1ccccc1	-0.2	9%	-26%	-2%	15%	-5%	-5%	-7%	1
COc1ccc(CC(=O)Nc2c3c(nn2C(C)(C)C)CS(=O)(=O)C3)cc1	-1.0	1%	-13%	2%	x	2%	8%	-2%	-2
Cc1ccc(OC(=O)c2ccccc2P(=O)(O)O)cc1	1.6	2%	-8%	-19%	-17%	-2%	2%	4%	x
COc1cccc(C2CC(c3ccccc3Cl)Nc3ncnn32)c1 (stereo unspecified)	-2.6	9%	1%	-14%	12%	-7%	0%	3%	x
F[B-](F)(F)COc1ccccc1	-0.3	-10%	-2%	-4%	-7%	0%	-28%	-12%	0
COC(=O)c1ccc(S(=O)(=O)c2ccc(C(=O)OC)s2)s1	-0.4	8%	-3%	7%	10%	-1%	0%	3%	x
CC(=O)C1=C(O)C(=O)N(Cc2ccccc2)C1c1cccc([N+](=O)[O-])c1 (stereo unspecified)	-1.2	1%	1%[57.1 µM]	-7%	u	-2%	-2%	-17%	1
CCCCn1cnc2c1c(=O)n(CC(=O)c1cc(C)n(C)c1C)c(=O)n2CC(C)C	0.7	4%	-2%	13%	27%	0%	1%	1%	0
Cc1cc(C)c(C)c(S(=O)(=O)N2CCN(CC(=O)Nc3ccc([N+](=O)[O-])cc3)CC2)c1C	0.3	4%	-13%	8%	x	-8%	-7%	-1%	4
Cc1ccc(N2CN=C3SCC(=O)N3C2)cc1C	-0.2	-4%	0%	-6%	-1%	-7%	1%	7%	1
O=C(NC(=S)NCc1ccccc1)c1ccc2c(c1)OCO2	0.0	5%	-11%	32%	x	-1%	2%	14%	4
CCOC(=O)N1CCC(N2Cc3cccc(C(=O)Nc4ccc(F)cc4)c3C2=O)CC1	-0.4	14%	14%	-4%	29%	-11%	-10%	-1%	3
CCCCNC(=S)N(C)/N=C/c1c(C)[nH]c2ccccc12	-5.6	-9%	-1%	-4%	11%	4%	7%	5%	24
CCc1nnc2cccc(Cl)n12	-0.5	-5%	1%	10%	-1%	-6%	-3%	-5%	-10
O=C(Nc1ccc(S(=O)(=O)Nc2ccnn2-c2ccccc2)cc1)C(F)(F)F	-0.4	17%	7%	2%	25%	-8%	-4%	-10%	2
CCN(CC)CC(=O)Nc1ccc(C)cc1C(=O)c1ccccc1	-1.9	-19%	-6%	21%	2%	-1%	4%	4%	2
CC(=O)c1cccc(NC(=O)c2cc(C(C)C)on2)c1	-0.3	8%	2%	11%	-21%	0%	-6%	-7%	-2
COc1ccc(CC(=O)NC(C)c2nnc(SCc3nc4ccccc4c(=O)[nH]3)n2C)cc1 (stereo unspecified)	0.7	-9%	-2%	-13%	-8%	-7%	-9%	-2%	-10
COc1ccc(-n2cc(CNCc3cccnc3)c(-c3cccc(F)c3)n2)cc1	-2.5	-17%	-2%	-2%	13%	-9%	-2%	7%	37
COc1cccc(CN2CCN(Cc3ccccc3C(F)(F)F)CC2)c1	-3.6	-13%	3%	-1%	3%	-6%	5%	5%	-2
CC(=O)N1CCN(c2ccc(S(=O)(=O)N3CCCCC3)cc2[N+](=O)[O-])CC1	0.3	0%	-5%	6%	-5%	5%	6%	1%	-3
O=C(COC(=O)/C=C/c1ccccc1)NCc1ccc(Cl)cc1	0.2	14%	7%	-14%	x	7%	8%	-4%	-1
CC1(C)CSC(C)(C)C(=O)N1	-3.7	9%	4%	10%	x	-4%	3%	2%	-3
CC(NCC(=O)NCCc1ccc(S(N)(=O)=O)cc1)c1ccc(F)cc1 (stereo unspecified)	-0.7	-15%	-19%	7%	20%	-16%	-5%	-8%	3
CCOC(=O)c1cccc(NC(=O)Cn2nc(C)n3cccc3c2=O)c1	1.3	-2%	3%	x	22%	4%	1%	-11%	-3
C=CCNc1sc(C(=O)C2CC2)c(N)c1C#N	2.6	-11%	-3%	13%	-17%	-4%	1%	2%	-11

Source: PubChem (National Center for Advancing Translational Sciences (NCATS))
